Runt-CBFb FRET = inhibitors of RUNX1 Runt–CBFb binding, primary screen, biochemical, FRET, Cerulean-Runt, Venus-CBFb, uHTS; inhibition, % at 20 µM; AID 1496, 2009; 220,000 compounds, 0.46% hits; Cerulean-Runt/Venus-CBFb FRET ratio 530/480, 1 h; Runt-related transcription factor 1 (Homo sapiens) + Core-binding factor subunit beta …;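 active means inhibition over about 50% at 20 µM in the single-dose screen, limit read from the data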;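 further: 0% = DMSO wells and 100% = excess unlabeled CBFb competitor control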
Target sequence (Q01196 whole entry, looked up): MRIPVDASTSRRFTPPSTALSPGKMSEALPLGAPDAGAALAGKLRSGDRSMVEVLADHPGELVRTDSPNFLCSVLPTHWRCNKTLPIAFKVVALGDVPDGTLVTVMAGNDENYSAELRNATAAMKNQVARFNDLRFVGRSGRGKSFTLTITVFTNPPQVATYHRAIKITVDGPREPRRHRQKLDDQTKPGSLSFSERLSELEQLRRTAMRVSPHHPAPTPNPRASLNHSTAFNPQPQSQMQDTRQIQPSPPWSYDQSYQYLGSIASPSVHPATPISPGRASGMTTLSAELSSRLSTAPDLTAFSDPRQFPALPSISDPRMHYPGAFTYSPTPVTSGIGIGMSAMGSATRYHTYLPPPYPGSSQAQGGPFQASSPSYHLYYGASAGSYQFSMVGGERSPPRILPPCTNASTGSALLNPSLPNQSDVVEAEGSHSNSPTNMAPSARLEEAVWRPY
Target sequence (Q13951 whole entry, looked up): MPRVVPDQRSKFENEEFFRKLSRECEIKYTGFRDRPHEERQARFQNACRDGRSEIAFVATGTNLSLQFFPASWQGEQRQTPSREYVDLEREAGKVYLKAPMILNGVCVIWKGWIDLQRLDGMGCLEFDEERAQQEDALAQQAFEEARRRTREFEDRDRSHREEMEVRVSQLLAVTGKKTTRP
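System: Cerulean-labeled Runt domain protein | Quantity: 100 nM of each labeled protein | Schedule: 1 h compound exposure, room temperature | Detection: Fluorescence energy transfer, 422 nm excitation, 530/480 nm emission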
Furin inh = human furin inhibitors, primary screen, biochemical, fluorescence intensity. purified furin, fluorogenic substrate cleavage. P09958. 220,000 compounds, 0.061% hits. AID 463115, 2010. inhibition, % at 30 µM; in the data active means inhibition above about 25%; further: inactives centre near -15
NCF1 inh = p47phox/p22phox peptide binding inhibitors, primary screen, biochemical, uHTS, NADPH oxidase regulatory subunit. 220,000 compounds, 0.53% hits. inhibition, % at 24.7 µM. fluorescence polarization, 2 h. AID 1274, 2008;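 active means inhibition above about 30%, limit read from the data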;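 further: 0% = p47phox with labelled peptide and 100% = labelled peptide alone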
Target sequence (P14598 whole entry, looked up): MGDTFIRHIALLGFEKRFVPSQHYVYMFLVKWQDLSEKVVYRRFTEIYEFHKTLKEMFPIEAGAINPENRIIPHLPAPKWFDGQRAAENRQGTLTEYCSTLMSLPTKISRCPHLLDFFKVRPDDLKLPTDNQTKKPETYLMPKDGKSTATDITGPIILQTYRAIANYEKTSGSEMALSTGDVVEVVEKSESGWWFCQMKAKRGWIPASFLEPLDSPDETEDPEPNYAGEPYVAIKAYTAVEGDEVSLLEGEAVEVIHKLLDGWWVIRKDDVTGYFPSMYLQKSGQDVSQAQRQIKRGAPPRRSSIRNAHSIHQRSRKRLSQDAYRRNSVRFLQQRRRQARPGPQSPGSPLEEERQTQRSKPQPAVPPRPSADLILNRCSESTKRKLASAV
EBV gp42 block = Epstein-Barr virus gp42 inhibitors, primary screen, biochemical, uHTS, fluorescence polarization. Glycoprotein 42 (Epstein-Barr virus (strain AG876)), Q1HVG2. Fluorescence polarization binding assay, mP read-out. inhibition, % (tested at 21.74 µM). 220,000 compounds, 0.42% hits; in the data active means inhibition above about 50%
Runt-SMMHC FRET = inhibitors of RUNX1 Runt–CBFb-SMMHC binding, primary screen, biochemical, FRET, Cerulean-Runt, Venus-CBFb-SMMHC, uHTS. 220,000 compounds, 0.74% hits. inhibition, % at 20 µM. Runt-related transcription factor 1 (Homo sapiens) + Core-binding factor subunit beta …. Cerulean-Runt/Venus-CBFb-SMMHC FRET ratio 530/480, 1 h;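 active means mean inhibition across duplicate retests at 20 µM reaching about 50%, limit read from the data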;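 further: 0% = DMSO wells and 100% = wells with excess untagged CBFb-SMMHC; inhibitors lower the FRET ratio by blocking Runt binding to CBFb-SMMHC; some results filed as inactive read as strong as hits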
TbHK1 inh = Trypanosoma brucei hexokinase 1 inhibitors, primary screen, biochemical, G6PDH-coupled NADH absorbance, MLSCN library; AID 1430, 2008; hexokinase 1 [Trypanosoma brucei]; 220,000 compounds, 0.11% hits; inhibition, % at 10 µM; recombinant TbHK1, G6PDH-coupled NADH A340;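 active means inhibition of 50% or more in the single-dose primary screen; inactive means inhibition below 50%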
RBBP9 inhibitor = human RBBP9 inhibitors, primary screen, biochemical, fluorescence polarization, FP-Rh probe, HTS; Serine hydrolase RBBP9 (Homo sapiens), O75884; recombinant RBBP9; inhibition, % at 7.94 µM; 220,000 compounds, 0.2% hits; AID 1515, 2009;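 active means inhibition above the campaign mean of all tested compounds plus 3 SD, cut at about 14% in these data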;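 further: plate controls were DMSO wells with RBBP9 for no effect and wells lacking RBBP9 protein for full effect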
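Assay system: recombinant human RBBP9; Reagent: Serine-hydrolase probe FP-Rh, 375 nM pre-mixing; Doses: 7.94 µM single dose, 0.794% DMSO; Incubation: 30 min then 45 min, 25 °C; Detection: fluorescence polarization (mP), excitation 525 nm, emission 598 nm; Evaluation: percent inhibition from mP, scaled between DMSO and no-protein wells.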
Calpain2 inh = inhibitors of pig calpain II, primary screen, biochemical, fluorogenic peptide substrate, 1536-well | purified calpain II, 30 min | inhibition, % at 16 µM | 220,000 compounds, 0.37% hits | AID 1236, 2008;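 active means inhibition above about 50%, limit read from the data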
p97 inhibitor = inhibitors of human p97 ATPase, primary screen, biochemical; inhibition, % at 8 µM; AID 1481, 2009; 220,000 compounds, 0.42% hits; Transitional endoplasmic reticulum ATPase (Homo sapiens), P55072; recombinant p97 ATPase, Kinase-Glo ATP luminescence, 3 h; in the data active means inhibition above about 15%;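 further: 0% = DMSO vehicle and 100% = wells lacking enzyme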
* marks the source's active call; other numbers are inactive results; [ ] = another dose, or the depositor's remark.

Screening COCC1CCN(Cc2nc(COc3ccccc3)no2)C1 (stereo not given) returned Runt-CBFb FRET 0, Furin inh -37, NCF1 inh 5, EBV gp42 block -3, Runt-SMMHC FRET -3, TbHK1 inh 1, RBBP9 inhibitor -3, Calpain2 inh 2 and p97 inhibitor 7.
For Cc1ccc(O)c(NC(=O)c2ccco2)c1 the results were Runt-CBFb FRET -1, Furin inh -21[20 µM], NCF1 inh -7, EBV gp42 block 0, Runt-SMMHC FRET -5, TbHK1 inh -8, RBBP9 inhibitor -3, Calpain2 inh -2 and p97 inhibitor 2.
Cc1ccc(N2C(=O)CC(Sc3ncccc3C(=O)O)C2=O)cc1 (stereo not given) was read as Runt-CBFb FRET 2, Furin inh -20, NCF1 inh 0, EBV gp42 block 8, Runt-SMMHC FRET 1, TbHK1 inh -4, RBBP9 inhibitor 5, Calpain2 inh -16 and p97 inhibitor 2.
`CCc1cccc(C)c1NC(=O)C1=C(C(=O)O)CCCC1` gave Runt-CBFb FRET -4, Furin inh -30, NCF1 inh -9, EBV gp42 block 1, Runt-SMMHC FRET -5, TbHK1 inh -1, RBBP9 inhibitor 4, Calpain2 inh -18 and p97 inhibitor -1.
Screening CC(C(=O)NCc1ccccc1)N1C(=O)CN(C)C(=O)c2ccccc21 (stereo not given) returned Runt-CBFb FRET -2, Furin inh -29, NCF1 inh 4, EBV gp42 block -9, Runt-SMMHC FRET -5, TbHK1 inh 2, RBBP9 inhibitor -6, Calpain2 inh -23 and p97 inhibitor 2.
`Cc1c(C(=O)OC(C)CCN(C)C)oc2ccccc12` (stereo not given) gave Runt-CBFb FRET -2, Furin inh -30, NCF1 inh 0, EBV gp42 block -5, Runt-SMMHC FRET 0, TbHK1 inh 7, RBBP9 inhibitor -7, Calpain2 inh -6 and p97 inhibitor 2.
`C=CCNC(=O)c1ccc(-c2nc(-c3ccc(Cl)c(Cl)c3)cs2)cc1` gave Runt-CBFb FRET 0, Furin inh -16[20 µM], NCF1 inh 2, EBV gp42 block -7, Runt-SMMHC FRET 3, TbHK1 inh 0, RBBP9 inhibitor -6, Calpain2 inh -30 and p97 inhibitor 4.
Screening O=C(CSc1nnc(-c2ccc(Cl)cc2)n1Cc1ccco1)Nc1ccc2c(c1)OCCO2 returned Runt-CBFb FRET 34, Furin inh -5, NCF1 inh -8, EBV gp42 block 0, Runt-SMMHC FRET 31, TbHK1 inh 0, RBBP9 inhibitor -2, Calpain2 inh -10 and p97 inhibitor 4.
`COCCOc1ccc(C(F)(F)F)cc1NC(=O)c1ccccc1F` gave Runt-CBFb FRET -3, Furin inh -13, NCF1 inh -4, EBV gp42 block -5, Runt-SMMHC FRET -1, TbHK1 inh 2, RBBP9 inhibitor -5, Calpain2 inh -28 and p97 inhibitor 3.
`COc1ccc(/C(N)=N/OC(=O)Cc2ccccc2OC)cc1` gave Runt-CBFb FRET -4, Furin inh -15, NCF1 inh -1, EBV gp42 block 2, Runt-SMMHC FRET -8, TbHK1 inh -3, RBBP9 inhibitor -6, Calpain2 inh -10 and p97 inhibitor -1.
`O=C(NCC1CCN(C(=O)c2ccc([N+](=O)[O-])cc2)CC1)C(=O)Nc1ccccc1` gave Runt-CBFb FRET 0, Furin inh -6, NCF1 inh -2, EBV gp42 block 12, Runt-SMMHC FRET 1, TbHK1 inh -5, RBBP9 inhibitor -3, Calpain2 inh -1 and p97 inhibitor 2.
CCSc1nc2ccccc2n1CC(=O)O was read as Furin inh -21, NCF1 inh -11, EBV gp42 block -12, TbHK1 inh -5, RBBP9 inhibitor -1, Calpain2 inh -13 and p97 inhibitor 6.
Screening CCn1c(=N)n(CC(=O)C(C)(C)C)c2ccccc21 returned Runt-CBFb FRET 1, Furin inh -8[20 µM], NCF1 inh 4, EBV gp42 block -16, Runt-SMMHC FRET -6, TbHK1 inh -1, RBBP9 inhibitor -4, Calpain2 inh -33 and p97 inhibitor 1.
For CCCCC(=O)Nc1ccc(NC(=S)NC(=O)CC(C)C)cc1OC the results were Runt-CBFb FRET -1, Furin inh -19, NCF1 inh -5, EBV gp42 block 0, Runt-SMMHC FRET 2, TbHK1 inh 4, RBBP9 inhibitor -3, Calpain2 inh -23 and p97 inhibitor 2.
`O=C(CSc1nc2ccccc2s1)NCc1ccc2c(c1)OCO2` gave Runt-CBFb FRET 3, Furin inh -6, NCF1 inh -7, EBV gp42 block -8, Runt-SMMHC FRET 4, TbHK1 inh 28, RBBP9 inhibitor -7, Calpain2 inh 12 and p97 inhibitor -1.
O=C(O)c1ccccc1C(=O)Nc1ccc(Oc2ccc3ccccc3c2)cc1 was read as Runt-CBFb FRET 0, Furin inh -11, NCF1 inh -7, EBV gp42 block -2, Runt-SMMHC FRET -1, TbHK1 inh -3, RBBP9 inhibitor -3, Calpain2 inh 29 and p97 inhibitor -1.
COc1ccc(CN(CC2CCCO2)S(=O)(=O)c2ccc(C(=O)O)cc2)cc1OC (stereo not given) was read as Runt-CBFb FRET -3, Furin inh -18, NCF1 inh -8, EBV gp42 block -13, Runt-SMMHC FRET -5, TbHK1 inh 26, RBBP9 inhibitor -7, Calpain2 inh -21 and p97 inhibitor 1.
CN1CCN(Cc2nc(Cc3ccccc3)no2)CC1c1ccccc1 (stereo not given) was read as Runt-CBFb FRET 0, Furin inh -26, NCF1 inh -1, EBV gp42 block -10, Runt-SMMHC FRET -2, TbHK1 inh -4, RBBP9 inhibitor -5, Calpain2 inh 25 and p97 inhibitor 1.
`COc1cc(-c2nc(-c3cccnc3)no2)cc(OC)c1OC` gave Runt-CBFb FRET -2, Furin inh -15, NCF1 inh 3, EBV gp42 block -5, Runt-SMMHC FRET 2, TbHK1 inh -7, RBBP9 inhibitor -12, Calpain2 inh 3 and p97 inhibitor -3.
`O=C(CNCc1cccs1)Nc1ccc(S(=O)(=O)N2CCCCC2)cc1` gave Runt-CBFb FRET 2, Furin inh -13, NCF1 inh 0, EBV gp42 block -9, Runt-SMMHC FRET 1, TbHK1 inh 7, RBBP9 inhibitor -3, Calpain2 inh 45 and p97 inhibitor -3.
Screening COc1ccccc1-c1nn2c(=O)cc(C)nc2s1 returned Runt-CBFb FRET 1, Furin inh -24[20 µM], NCF1 inh -3, EBV gp42 block -7, Runt-SMMHC FRET -2, TbHK1 inh -26, RBBP9 inhibitor 4, Calpain2 inh -106 and p97 inhibitor 6.
O=C(N/N=C/c1ccc[nH]1)c1ccc(Cl)cc1 was read as Runt-CBFb FRET -4, Furin inh -4, NCF1 inh -12, EBV gp42 block 4, Runt-SMMHC FRET -7, TbHK1 inh -43, RBBP9 inhibitor -8, Calpain2 inh -1 and p97 inhibitor 9.
For CN1C(=O)N(C)C2(c3ccccc3)N(C(C)(C)C)C(=O)NC12c1ccccc1 (stereo not given) the results were Runt-CBFb FRET -3, Furin inh -7, NCF1 inh -8, EBV gp42 block -7, Runt-SMMHC FRET 2, TbHK1 inh -4, RBBP9 inhibitor 4, Calpain2 inh 5 and p97 inhibitor 0.
Screening O=C(NCc1cccnc1)c1csc2c1CCCC2 returned Runt-CBFb FRET 1, Furin inh -11, NCF1 inh -6, EBV gp42 block -10, Runt-SMMHC FRET -2, TbHK1 inh 36, RBBP9 inhibitor -2, Calpain2 inh -23 and p97 inhibitor 8.
Cc1occc1C(=O)Nc1cccc([N+](=O)[O-])c1 was read as Runt-CBFb FRET 0, Furin inh -25, NCF1 inh 0, EBV gp42 block 1, Runt-SMMHC FRET 0, TbHK1 inh 1, RBBP9 inhibitor 3, Calpain2 inh -16 and p97 inhibitor 5.
For COc1ccc(C2N(C(=O)c3ccccc3)CCN2C(=O)c2ccc(C)cc2)cc1 (stereo not given) the results were Runt-CBFb FRET 3, Furin inh -24[20 µM], NCF1 inh 7, EBV gp42 block -8, Runt-SMMHC FRET 0, TbHK1 inh -3, RBBP9 inhibitor 1, Calpain2 inh 8 and p97 inhibitor 0.
`O=C(COc1ncnc2scc(-c3ccc(F)cc3)c12)NCc1ccco1` gave Runt-CBFb FRET 6, Furin inh -16[20 µM], NCF1 inh -14, EBV gp42 block -3, Runt-SMMHC FRET 3, TbHK1 inh -8, RBBP9 inhibitor -2, Calpain2 inh -1 and p97 inhibitor -3.
`O=C1NC(=O)C2C1C(c1cccs1)NN2Cc1ccccc1` (stereo not given) gave Runt-CBFb FRET 2, Furin inh -25, NCF1 inh -10, EBV gp42 block -13, Runt-SMMHC FRET -5, TbHK1 inh -10, RBBP9 inhibitor -8, Calpain2 inh -35 and p97 inhibitor 0.
For COc1ccc(-c2nc(-n3c(C)c(C(C)=O)c(C(C)=O)c3C)sc2C)cc1OC the results were Runt-CBFb FRET 0, Furin inh -12[20 µM], NCF1 inh -5, EBV gp42 block -8, Runt-SMMHC FRET -1, TbHK1 inh -14, RBBP9 inhibitor 1, Calpain2 inh 0 and p97 inhibitor -5.
For COc1ccc(-c2occ(C(=O)O)c2C(=O)O)cc1 the results were Runt-CBFb FRET 4, Furin inh -4[20 µM], NCF1 inh 6, EBV gp42 block -5, Runt-SMMHC FRET 1, TbHK1 inh 5, RBBP9 inhibitor -1, Calpain2 inh -38 and p97 inhibitor 4.

Retrieved one by one from the entries so far (2):
O=C(O)c1ccccc1C(=O)Nc1ccc(Oc2ccc3ccccc3c2)cc1 was read as Runt-CBFb FRET 0, Furin inh -11, NCF1 inh -7, EBV gp42 block -2, Runt-SMMHC FRET -1, TbHK1 inh -3, RBBP9 inhibitor -3, Calpain2 inh 29 and p97 inhibitor -1.
`O=C1NC(=O)C2C1C(c1cccs1)NN2Cc1ccccc1` (stereo not given) gave Runt-CBFb FRET 2, Furin inh -25, NCF1 inh -10, EBV gp42 block -13, Runt-SMMHC FRET -5, TbHK1 inh -10, RBBP9 inhibitor -8, Calpain2 inh -35 and p97 inhibitor 0.

(continued)
Cc1cccc(N2CCN(CC(=O)NCC3CCCCC3)CC2)c1C was read as Runt-CBFb FRET -5, Furin inh -24, NCF1 inh 2, EBV gp42 block -16, Runt-SMMHC FRET -2, TbHK1 inh -3, RBBP9 inhibitor -4, Calpain2 inh 20 and p97 inhibitor -13.
`COc1cc(/C=N/O)cc(Br)c1OC` gave Runt-CBFb FRET -2, Furin inh -35, NCF1 inh 3, EBV gp42 block -6, Runt-SMMHC FRET -1, TbHK1 inh -2, RBBP9 inhibitor 3, Calpain2 inh -2 and p97 inhibitor 5.
CC(C)C[C@H](NC(=O)NCc1ccccc1Cl)C(=O)O was read as Runt-CBFb FRET 0, Furin inh -16, NCF1 inh -13, EBV gp42 block -1, Runt-SMMHC FRET 2, TbHK1 inh -2, RBBP9 inhibitor 2, Calpain2 inh -4 and p97 inhibitor -2.
For Fc1cccc(F)c1-n1c(CN2CCCC2)csc1=S the results were Runt-CBFb FRET 1, Furin inh -21, NCF1 inh 13, EBV gp42 block -7, Runt-SMMHC FRET 4, TbHK1 inh -7, RBBP9 inhibitor -1, Calpain2 inh 28 and p97 inhibitor 4.

Bioassay records (PubChem)

Not a hit list; 2.7% or so of the library scored in one or more.
